Bioassay records deposited in PubChem BioAssay by National Center for Advancing Translational Sciences (NCATS).
pAkt inh – Akt phosphorylation inhibition. activity change, % for hits at 50 µM. actives 0.32% (n = 360,000). Neuro2A IGF-stimulated pAkt S473 HTRF, 20 min; hits give low values; in the data active = activity change below about -80%; inconclusive = mostly about -51% to -80%; also: % is scaled to controls: 0 for no effect and ±100 for the full control effect
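Neuro2A cells in DMEM with 0.5% FBS, overnight at 37 deg C, given compound at single 50 µM final, then IGF (6 nM final) for 20 min at 37 deg C. Lysed; phospho-Akt Ser473 by HTRF after 24 h, 665/615 ratio.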
DRD3 antagonist – blocks the human D3 dopamine receptor; P35462; D3R cells, DiscoveRx beta-arrestin luminescence, antagonist mode; hits give low values; max response, negative = inhibition, %; actives 2.5% (n = 360,000); AID 652054; in the data active = max response below about -50%; inconclusive = no clear call, values can overlap the other calls; also: % is scaled to controls: 0 for no effect and ±100 for the full control effect; mostly tested at two doses, the higher about 12 µM
Target sequence (P35462 whole entry, looked up): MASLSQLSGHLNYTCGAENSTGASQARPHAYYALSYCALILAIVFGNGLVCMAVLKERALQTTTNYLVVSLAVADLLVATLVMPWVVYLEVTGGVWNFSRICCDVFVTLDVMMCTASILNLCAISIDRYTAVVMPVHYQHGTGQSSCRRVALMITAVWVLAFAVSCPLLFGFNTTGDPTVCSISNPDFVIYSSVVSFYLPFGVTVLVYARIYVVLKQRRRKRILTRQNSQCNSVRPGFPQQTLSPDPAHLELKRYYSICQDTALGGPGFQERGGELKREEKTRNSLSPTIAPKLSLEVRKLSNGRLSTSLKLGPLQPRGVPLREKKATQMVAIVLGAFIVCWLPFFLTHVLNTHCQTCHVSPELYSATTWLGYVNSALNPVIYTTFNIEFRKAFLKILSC
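Cells plated overnight at 1500 cells/well, then exposed to library compounds with dopamine controls for 90 minutes at 37 degrees C. DiscoveRx reagent added for 30–60 minutes at room temperature; luminescence read, quantitative HTS format.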
DRD3 agonist – D3 dopamine receptor (human) agonism | D3R DiscoveRx beta-arrestin cells, luminescence, 90 min | P35462 | max activation, % | actives 0.58% (n = 410,000); in the data active = max activation above about 30%; also: 0% is about no effect; mostly tested at two doses, the higher about 12 µM
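Agonist mode: compounds and dopamine controls were applied to plated cells for 90 min at 37 degrees C after an overnight attachment at 1500 cells/well. Luminescent read-out followed 30 - 60 minutes at room temperature with DiscoveRx detection reagent.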
EPAC2 antag – antagonists of human EPAC2 | Q8WZA2 | Potency, µM (top dose mostly 114 µM), for inactives: at the highest dose activity, negative = inhibition, usual class: inhibitors | actives 0.18% (n = 360,000) | EPAC2 GEF exchange of Rap1B-BODIPY-GDP, fluorescence; also: potency is read from the fitted curve at half-maximal effect; % is scaled to controls: 0 for no effect and ±100 for the full control effect; nearly all actives have a fitted effect of over 45% in size; many of its hits are not listed in these tables
Mm-Cpn inhibitor – blocks the Methanococcus maripaludis chaperonin Mm-Cpn; purified Mm-Cpn ATPase, ADP Transcreener TR-FRET; Potency, µM (titrated, usually from 76.9 µM), for inactives: at the highest dose activity, negative = inhibition, usual class: inhibitors; actives 0.031% (n = 330,000); also: potency is read from the fitted curve at half-maximal effect; % is scaled to controls: 0 for no effect and ±100 for the full control effect; nearly all actives have a fitted effect of over 80% in size
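Purified archaeal chaperonin (25 nM final) was preincubated with compound for 10 min at 37°C, then ATP (10 uM final) was added for 30 min at 37°C in Tris pH 7.4/KCl/MgCl2/DTT buffer. ADP was quantified by HTRF Transcreener TR-FRET.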
CCT modulator – cytosolic chaperonin activity modulation. AID 651819. purified chaperonin ATPase assay, HTRF ADP detection, 30 min. actives 0.3% (n = 360,000). activity change, % (concentration not given with the values), hits read low; in the data active = activity change below about -30%; also: % is scaled to controls: 0 for no effect and ±100 for the full control effect
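Nucleotide hydrolysis assay: TRiC at 20–40 nM final (set by batch activity) with 10 uM ATP, 30 min at 37 °C, in presence of 76 uM compound. Detection by competitive ADP HTRF, 30 min ambient.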
PTHR1 ag – agonists of human PTHR1 parathyroid hormone receptor | Q03431 | HEK293 GP2 PTHR1 cells, GloSensor cAMP luminescence, 1 h | Potency, µM (top dose mostly 115 µM), inactives show top-dose activation, actives largely listed as activators | actives 0.075% (n = 410,000) | AID 743266; also: potency is read from the fitted curve at half-maximal effect; nearly all actives have a fitted effect of over 55% in size; some results filed as inactive show a strong effect at the top dose; inactives centre near -15; many of its hits are not listed in these tables
Target sequence (Q03431 whole entry, looked up): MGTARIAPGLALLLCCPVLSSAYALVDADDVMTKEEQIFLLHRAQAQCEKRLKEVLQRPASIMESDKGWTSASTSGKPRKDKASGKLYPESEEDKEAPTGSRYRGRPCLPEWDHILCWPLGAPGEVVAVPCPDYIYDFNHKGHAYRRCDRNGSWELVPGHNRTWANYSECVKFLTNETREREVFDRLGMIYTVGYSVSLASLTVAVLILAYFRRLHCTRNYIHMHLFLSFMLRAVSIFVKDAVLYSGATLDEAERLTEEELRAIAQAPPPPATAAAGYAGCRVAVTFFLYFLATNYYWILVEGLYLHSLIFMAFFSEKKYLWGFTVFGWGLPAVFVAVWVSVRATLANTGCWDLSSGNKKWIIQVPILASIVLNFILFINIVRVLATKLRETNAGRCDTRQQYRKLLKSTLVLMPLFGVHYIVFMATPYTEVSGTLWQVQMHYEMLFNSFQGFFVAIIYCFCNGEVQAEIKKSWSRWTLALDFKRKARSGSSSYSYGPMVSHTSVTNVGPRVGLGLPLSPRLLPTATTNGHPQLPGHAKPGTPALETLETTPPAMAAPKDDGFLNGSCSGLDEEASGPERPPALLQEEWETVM
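HEK-293-derived GP2 cells expressing PTHR1 and a GloSensor cAMP reporter, 3,000/well, plated overnight, given luciferin plus IBMX (each 0.5 mM as added) for 1 h at 37 °C, then compound for 1 h at 37 °C. Luminescence was read after 15 min at room temperature.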
EPAC2 ag – agonists of human EPAC2 (RAPGEF4); actives 0.079% (n = 360,000); Potency, µM (highest dose often 154 µM), for inactives: top-dose activation, actives largely listed as activators; EPAC2 activation, biochemical qHTS; response scale: 100% = 6.5 mM cAMP response; AID 720711; Q8WZA2; also: potency is read from the fitted curve at half-maximal effect; nearly all actives have a fitted effect of over 50% in size
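Compounds were titrated in qHTS against a Rap1B-BODIPY-GDP (250 nM) complex with EPAC2 (100 nM) and GDP (50 uM). BODIPY-GDP release tracked at 480/540 nm over 30 min at room temperature, normalized to 6.5 mM cAMP.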
* hit, by the source's call; i = inactive; u = inconclusive; x = no result given; & = joins results of further samples; [ ] = dose if it differs, or a comment. Unless noted, calls follow the shape of the dose curve; as a rule, active = well fitted curve in the direction sought with a large enough effect; inconclusive = small, poorly fitted or top-dose-only effect, or another doubt; inactive = no such curve, though single readings can be large; an effect the other way counts as inactive or inconclusive. Some of the compounds tested; count on the stated rates, not on these rows.

SMILES	pAkt inh	DRD3 antagonist	DRD3 agonist	EPAC2 antag	Mm-Cpn inhibitor	CCT modulator	PTHR1 ag	EPAC2 ag
COc1ccccc1N1CCN(C(=O)CSc2ncnc3c2cnn3-c2ccc(C)c(C)c2)CC1	i	1	9	0%	-3%	-0.6	-32%	9%
CCc1cccc(N(C(=O)c2csnn2)C(C(=O)NC2CCCCC2)c2ccncc2)c1 (configuration not stated)	i	-6	-7	6%	1%	-0.8	-8%	-2%
O=C1CC(C2CCCO2)C(=O)N1Cc1ccccc1 (configuration not stated)	i	-26	2	-18%	-1%	-1.3	i	4%
CC(=O)Nc1ccc2c(c1)OCCOCCOc1cc(NC(C)=O)ccc1OCCO2	i	2	3	4%	0%	0.1	i	4%
CCOC(=O)c1sc(/N=C/C2=C(O)CC(C)(C)CC2=O)c(C(=O)OCC)c1C	i	11	2	-9%	-2%	-2.9	-13%	-10%
O=C(COc1ccc(S(=O)(=O)N2CCCC2)cc1Cl)Nc1ccc2c(c1)OCO2	x	9	18	7%	0%	1.1	i	-8%
CC(=O)Nc1ccc(-c2ccnc3c2CC(C)(C(=O)NCc2ccco2)O3)cc1 (configuration not stated)	i	14	2	11%	x	0.8	i	8%
FC(F)(F)c1ccccc1-n1c(CN2CCCCC2)n[nH]c1=S	i	-5	2	4%	1%	1.0	-28%	7%
Fc1ccc(C2=Nn3c(nnc3-c3ccco3)SC2)cc1	i	-12	-8	7%	-1%	0.0	i	5%
N#CCC(=O)NCC1(c2ccccc2)CCCC1	i	12	0	5%	0%	1.6	-22%	-2%
O=C(c1cc(-c2ccncc2)nc2ccc(Cl)cc12)N1CCN(C(=O)C2CCCO2)CC1 (configuration not stated)	i	17	2	4%	1%	-2.4	i	3%
CC(C)C(O)(C#CCN1CCCCC1)c1ccccc1 (configuration not stated)	i	-71*	-29	2%	0%	3.5	i	6%
COc1ccccc1NC(=O)CN1CCN(c2ccccc2OC)CC1	i	9	0	-7%	4%	1.4	-91%[inhibitor]	-9%
CCn1cc(C(=O)NC(=S)Nc2cccc(O)c2)cn1	i	-22	-1	6%	-1%	1.8	-8%[57.5 µM]	-14%
O=C(O)CN(Cc1ccccc1)S(=O)(=O)c1ccc(F)cc1	i	-26	5	8%	3%	-1.7	-18%[57.5 µM]	-6%
O=C(C1=COCCO1)N(Cc1nnc(-c2ccc(Cl)cc2)o1)C1CC1	i	17	-5	3%	-1%	-1.0	i	4%
O=C(O)c1ccc(-n2nnnc2SCc2ccccc2Br)cc1	i	11	1	-11%	3%	-0.8	-24%	-10%
CCN1CCN(/C=N/c2nc(C)cs2)CC1	i	-4	6	4%	1%	-0.2	-6%[57.5 µM]	0%
CCC1CCC2(CC1)NC(=O)N(CC(=O)N1CCc3ccccc31)C2=O (configuration not stated)	i	-7	4	-11%	1%	-1.8	-41%[inhibitor]	u
CCc1ccc[n+](-c2nc([O-])sc2C=O)c1	i	15	0	4%	-1%	0.2	-38%[inhibitor]	5%
COc1ccc(CS(=O)(=O)c2nc(C)cc(C)c2S(C)(=O)=O)cc1	i	7	-10	-7%	-13%	-0.4	i	-5%
COc1ccc(CCNC(=O)C(=O)NCC2OCCN2S(=O)(=O)c2cc(F)ccc2F)cc1OC (configuration not stated)	i	26	-4	-9%	-1%	-0.6	-40%[inhibitor]	5%
CC(C)(C)C1CCC(=NNC(=O)CN(c2ccccc2)S(C)(=O)=O)CC1 (configuration not stated)	i	-16	0	-5%	0%	2.7	i	-11%
NC(=S)Nc1ccccc1Br	i	-13	11	9%	0%	-5.5	-22%	7%
N#Cc1ccc(C23CC4CC(CC(C4)C2)C3)[nH]c1=O	i	2	1	2%	-3%	-2.0	-33%[inhibitor]	8%
Next section.
SMILES	pAkt inh	DRD3 antagonist	DRD3 agonist	EPAC2 antag	Mm-Cpn inhibitor	CCT modulator	PTHR1 ag	EPAC2 ag
CCCCn1c(N)c(N(CC)C(=O)c2cccc(S(=O)(=O)N3CCN(C)CC3)c2)c(=O)[nH]c1=O	i	14	6	13%	0%	-0.6	-24%	10%
CCOc1ccccc1NC(=O)c1cccc2c1C(=O)N(C1CCCCC1)C2	i	7	3&1	-6%	1%	-0.2	-14%&-9%	13%
CC(C)CCNC(=O)C(=O)Nc1cc2c3c(c1)CC(=O)N3CCC2	i	12	39*	2%	0%	-3.4	i	-6%
C[C@]12CCC[C@H](O1)c1c(cc3c(c1O)C(=O)c1c(O)cc(O)cc1C3=O)O2	i	3	1	-5%	x	-1.0	-38%[inhibitor]	-6%
Cc1cccc(NS(=O)(=O)c2nnc(NC(=O)C3CCCCC3)s2)c1	i	0	-11&-2	1%	u	-1.9	-38%[inhibitor]	-4%
Cc1c(C(=O)Nc2ccc(F)cc2)sc2ncn(CC(=O)N3CCCCC3)c(=O)c12	i	-14	-1	-6%	-4%	-0.9	-3%	3%
COc1ccc(OCc2ccc(-c3nc4ccccc4c(=O)n3N)o2)cc1	i	13	9	-2%	-3%	-5.7	-51%[inhibitor][57.5 µM]	4%
COc1ccccc1NC(=O)Cn1cnc2c(oc3ccccc32)c1=O	i	22	-3	-4%	0%	-0.6	i	4%
Cc1[nH][nH]c(=O)c1C=NCc1ccc(Cl)cc1	i	10	2	-8%	0%	-0.7	i	0%
CCOc1cc2[nH]c(=O)n(Cc3ccccc3)c(=O)c2cc1OCC	x	27	-3	-5%	u	-2.0	i	12%
CSCCC(NC(=O)COc1ccccc1)C(=O)OC(C)C(=O)Nc1ccccc1C (configuration not stated)	i	0	3	-7%	u	1.2	i	-6%
Cn1c(NCc2ccco2)nc2c1c(=O)n(Cc1ccc(Cl)cc1)c(=O)n2C	i	3	4	-6%	1%	-0.2	-43%[57.5 µM]	17%
Cc1ccc(N2CC(C(=O)Nc3cc(C)on3)CC2=O)c(C)c1 (configuration not stated)	i	19	5	3%	0%	-3.1	i	-1%
O=C1N(c2ccc3c(c2)OCCO3)C(c2ccccc2)C1(F)F (configuration not stated)	i	1	-4	-27%	1%	-3.3	-18%	18%
CCc1cc2c(SCC(=O)Nc3cc(C)on3)ncnc2s1	i	-11	-2	1%	-16%	0.1	i	7%
Cc1c(-c2ccc(OCCN3CCOCC3)cc2)c(=O)oc2ccc3ccccc3c12	i	13	4	1%	x	-1.7	-19%	2%
O=C(NC(=S)NC1CCCc2ccccc21)c1ccco1 (configuration not stated)	i	1	-12	-27%	1%	1.6	-21%	6%
C=CCN1[C@H](COCc2ccccc2)C=CS1(=O)=O	i	0	-6	1%	x	-0.1	11%	6%
COc1cnn(-c2ccccc2)c(=O)c1SCc1ccc(Cl)c(Cl)c1	i	-7	-11	-5%	-7%	-4.9	i	28%
COCCNc1nc(Oc2cccc3ccccc23)c2sccc2n1	i	-5	54*	u	x	-5.9	-14%	16%
Cc1nc(NC(=O)CSc2nc3cccnc3n2Cc2ccccc2)sc1C	i	-9	12	-15%	-2%	0.0	-17%[57.5 µM]	-12%
O=C(Nc1cccc(S(=O)(=O)N2CCOCC2)c1)c1ccc2c(=O)n3c(nc2c1)CCCCC3	i	27	4	-6%	2%	-1.7	-35%[inhibitor]	20%
C#CCOc1ccc(CNC[C@H]2O[C@@H](n3cnc4c(N)ncnc43)[C@H](O)[C@@H]2O)cc1	i	23	12	-4%	-1%	-3.4	-18%	9%
N=C1S/C(=C\c2ccco2)C(=O)N1c1ccc2c(c1)OCO2	i	-26	-7	-12%	-4%	0.8	i	3%

Rewritten comma-delimited: 13 of the compounds above
Molecule,pAkt inh,DRD3 antagonist,DRD3 agonist,EPAC2 antag,Mm-Cpn inhibitor,CCT modulator,PTHR1 ag,EPAC2 ag
CCCCn1c(N)c(N(CC)C(=O)c2cccc(S(=O)(=O)N3CCN(C)CC3)c2)c(=O)[nH]c1=O,i,14,6,13%,0%,-0.6,-24%,10%
CCOc1ccccc1NC(=O)c1cccc2c1C(=O)N(C1CCCCC1)C2,i,7,3&1,-6%,1%,-0.2,-14%&-9%,13%
CC(C)CCNC(=O)C(=O)Nc1cc2c3c(c1)CC(=O)N3CCC2,i,12,39*,2%,0%,-3.4,i,-6%
C[C@]12CCC[C@H](O1)c1c(cc3c(c1O)C(=O)c1c(O)cc(O)cc1C3=O)O2,i,3,1,-5%,x,-1.0,-38%[inhibitor],-6%
Cc1cccc(NS(=O)(=O)c2nnc(NC(=O)C3CCCCC3)s2)c1,i,0,-11&-2,1%,u,-1.9,-38%[inhibitor],-4%
Cc1c(C(=O)Nc2ccc(F)cc2)sc2ncn(CC(=O)N3CCCCC3)c(=O)c12,i,-14,-1,-6%,-4%,-0.9,-3%,3%
COc1ccc(OCc2ccc(-c3nc4ccccc4c(=O)n3N)o2)cc1,i,13,9,-2%,-3%,-5.7,-51%[inhibitor][57.5 µM],4%
COc1ccccc1NC(=O)Cn1cnc2c(oc3ccccc32)c1=O,i,22,-3,-4%,0%,-0.6,i,4%
Cc1[nH][nH]c(=O)c1C=NCc1ccc(Cl)cc1,i,10,2,-8%,0%,-0.7,i,0%
CCOc1cc2[nH]c(=O)n(Cc3ccccc3)c(=O)c2cc1OCC,x,27,-3,-5%,u,-2.0,i,12%
CSCCC(NC(=O)COc1ccccc1)C(=O)OC(C)C(=O)Nc1ccccc1C (configuration not stated),i,0,3,-7%,u,1.2,i,-6%
Cn1c(NCc2ccco2)nc2c1c(=O)n(Cc1ccc(Cl)cc1)c(=O)n2C,i,3,4,-6%,1%,-0.2,-43%[57.5 µM],17%
Cc1ccc(N2CC(C(=O)Nc3cc(C)on3)CC2=O)c(C)c1 (configuration not stated),i,19,5,3%,0%,-3.1,i,-1%
